Screening results: PubChem, Southern Research Specialized Biocontainment Screening Center
Dengue virus CPE – antivirals protecting cells from dengue CPE – CPE readout, HTS (AID 540333) | Dengue virus CPE inhibition in host cells; hits give high values | CPE inhibition, % at 20 µM | 10,000 compounds, 3.1% hits; in the data active = CPE inhibition mostly above about 9.1%, no sharp cut-off; inactive = mostly below about 7.2%
An asterisk follows results filed as active; i = inactive.

SMILES,Dengue virus CPE
Cc1ccc(S(=O)(=O)c2cc3c(=O)n4ccccc4nc3n(CC3CCCO3)c2=N)cc1C (configuration not stated),0.9
O=C(O)C1C2CCC(O2)C1C(=O)NCc1ccc(Cl)cc1 (configuration not stated),0.4
COc1cccc(C(c2c(C)[nH]n(-c3ccccc3)c2=O)c2c(C)[nH]n(-c3ccccc3)c2=O)c1OC,3.2
COc1ccc(Cn2c(-c3ccc(C)cc3)nc3c(c(=O)c4ccccc4n3C)c2=O)cc1,6.6
O=C(COC(=O)c1cc(Cl)cc(Cl)c1)NCCN1C(=O)CSC1=O,0.3
CCc1cccc(NC(=O)CCCSc2nc3ccccc3[nH]2)c1,i
NNC(=O)COc1ccccc1F,0.3
CCNC(=S)Nc1cc(Cl)ccc1Oc1ccccc1,1.5
Cc1ccc(S(=O)(=O)/C(C#N)=C/c2ccccc2OCc2ccccc2)cc1,4.6
CCSc1cc(N2CCCC2)nc(-c2cccc(C)c2)n1,3.2
CC(C)(C)c1ccc(C(=O)NC(=S)NCc2cccnc2)cc1,4.1
CCCN1C(=O)C(Cc2nc3ccccc3c(=O)n2-c2ccccc2)c2ccccc21 (configuration not stated),0.3
CCCCC(=O)N/N=C(\C)CC(=O)Nc1ccccc1Br,0.2
O=C1C=C(c2cc(C(F)(F)F)cc(C(F)(F)F)c2)C[C@@H](c2ccc3c(c2)OCO3)C1,18*
C=CCNC(=O)C(=O)N/N=C/c1ccco1,0.1
COc1ccccc1NC(=O)C1=C(C)NC2=C(C(=O)CC(c3ccc(OC)c(OC)c3)C2)C1c1coc2ccccc2c1=O (configuration not stated),5.0
CC(CCc1ccccc1)NC(=O)Cc1ccccc1 (configuration not stated),i
N#Cc1ccc(COC(=O)CSc2nnc(N)s2)cc1,0.6
Cc1ccc(-n2nc(C)cc2Nc2ncc(Cl)cc2Cl)cc1,2.4
S=C(Nc1ccc(OCc2ccccc2)cc1)Nc1cccc(Cl)c1Cl,0.5
O=C(CN1c2cccc3cccc(c23)S1(=O)=O)Nc1cccc(S(=O)(=O)N2CCOCC2)c1,i
CC1CCCN(c2ccc(C(=O)Nc3ccc4c(c3)OCO4)cc2[N+](=O)[O-])C1 (configuration not stated),i
CN1CCN(CC(=O)N/N=C/c2ccc(F)c(F)c2)CC1,0.5
Cc1ccc(S(=O)(=O)N2CCN(CC(=O)N/N=C\c3ccc(Cl)c([N+](=O)[O-])c3)CC2)cc1,6.7
CCCNC(=O)C1CC(c2ccccc2C(F)(F)F)=NO1 (configuration not stated),i

Part of the list above in order of length of the SMILES, rising.
SMILES,Dengue virus CPE
CC(CCc1ccccc1)NC(=O)Cc1ccccc1 (configuration not stated),i
CCCCC(=O)N/N=C(\C)CC(=O)Nc1ccccc1Br,0.2
CCc1cccc(NC(=O)CCCSc2nc3ccccc3[nH]2)c1,i
CC(C)(C)c1ccc(C(=O)NC(=S)NCc2cccnc2)cc1,4.1
S=C(Nc1ccc(OCc2ccccc2)cc1)Nc1cccc(Cl)c1Cl,0.5
O=C1C=C(c2cc(C(F)(F)F)cc(C(F)(F)F)c2)C[C@@H](c2ccc3c(c2)OCO3)C1,18*

(more compounds)
SMILES,Dengue virus CPE
CCOC(=O)C1=C(C)N(Cc2ccccc2)C(=O)NC1c1ccccc1OS(=O)(=O)c1ccccc1[N+](=O)[O-] (configuration not stated),14*
CCCC1CCC(=NNS(=O)(=O)c2ccc(C)c([N+](=O)[O-])c2)CC1 (configuration not stated),i
COc1ccccc1C(=O)Nc1ccc2c3c(cccc13)CC2,0.2
CC(C)Nc1nnc(Sc2ccc(Cl)cc2[N+](=O)[O-])s1,1.2
O=C(NC(Cc1ccccc1)C(=O)O)/C(=C\c1ccco1)NC(=O)c1ccccc1 (configuration not stated),i
O/N=C/c1ccc(OCc2ccccc2)c(Br)c1,i
CC1=NN(c2ccccc2)C(=O)C1c1ccccc1 (configuration not stated),0.9
COc1cc(/C=C2/SC(=S)N(c3ccccc3)C2=O)ccc1Oc1nc(N2CCOCC2)nc(N2CCOCC2)n1,1.2
CCCCOc1ccc(C(O)(CCC)CCN2CCOCC2)cc1 (configuration not stated),i
CC1CCC(=NNc2ccc(C(F)(F)F)cc2[N+](=O)[O-])CC1 (configuration not stated),0.1
Cc1ccc(C(=O)/C=C/c2ccc(F)cc2)o1,2.7
Cc1ccc(S(=O)(=O)N(NC2=NS(=O)(=O)c3ccccc32)C(=O)c2ccccc2)cc1,0.8
CCCCC(=O)NCc1ccc(F)cc1,i
Cc1ccc(NC(=O)COc2ccc(CCO)cc2-n2nc3ccccc3n2)cc1C,4.3
COc1cccc(/C=N/NC(=O)CSc2ccccc2C)c1OC,4.4
C=CCc1cc(C)ccc1OCCOCCn1ccnc1,0.1
Cc1cc2nc(SCCOC(=O)Nc3ccccc3)nc(C)c2cc1C,0.1
O=C(COC(=O)c1ccc(O)cc1)Nc1ccccc1-c1ccccc1,1.4
O=C(COC(=O)c1sc2ccccc2c1Cl)NC1CCCCC1,i
CCOC(=O)C1=CC[C@@H](c2cc3ccc(OC)cc3n2C)N(S(=O)(=O)c2ccc(C)cc2)[C@H]1C(=O)OCC,0.9
S=C(NCc1ccc2c(c1)OCO2)Nc1ccc(-c2nc3ccccc3[nH]2)cc1,i
COc1ccc(C(=O)Nc2ccc(C(=O)OCC(=O)c3cccc4ccccc34)cc2)cc1,0.4
COc1ccccc1NCc1ccc([N+](=O)[O-])s1,i
CN(CCC#N)S(=O)(=O)c1ccc2[nH]cc(C(=O)NCCc3ccccc3)c(=O)c2c1,i
O=C(CCSCCc1ccccn1)Nc1c(F)cc(F)cc1Br,i
O=C1N/C(=N\N=C\c2cccs2)SC1Cc1ccc(Cl)cc1 (configuration not stated),i
Cc1ccc(NC(=S)NNc2ccc([N+](=O)[O-])cc2S(=O)(=O)Nc2ccccc2C(=O)O)cc1C,i
O=c1oc(CCO)cc2ccc(-c3ccc4[nH]ccc4c3)cc12,i
O=C1C(C=NCCN2CCOCC2)=C(O)c2ccccc21,0.2
CC1CCN(Cc2nnnn2-c2cccc([N+](=O)[O-])c2)CC1,0.3
CCOc1cc(/C=C/c2nc3cc(C)c(C)cc3s2)ccc1OCC(=O)N1CCOCC1,i
Cc1c(NC(=O)CSc2nc3c(cnn3-c3ccccc3)c(=O)[nH]2)c(=O)n(-c2ccccc2)n1C,0.4
O=C(CCCOc1ccc(Cl)cc1Cl)N/N=C/c1ccc(Cl)cc1,0.9
O=C(Nc1cccc(Cl)c1)Nc1ccc2c(c1)C(=O)OC2,i
O=C(COC(=O)c1cc(-c2ccccc2Cl)nc2ccccc12)Nc1ncc(C(F)(F)F)cc1Cl,i
COc1cc(/C=N/n2c(-c3ccc4c(c3)NC(=O)CO4)csc2=Nc2cccc(C)c2)ccc1O,0.3
CCC1=NNC(=O)C(CC(=O)Nc2ccccc2)c2cc(OC)c(OC)cc21 (configuration not stated),i
COC(=O)c1ccccc1NC(=S)N(Cc1ccc2c(c1)OCO2)Cc1cc2ccc(OC)cc2[nH]c1=O,24*
CCN(CC)C(=S)Nc1ccc(OC)cc1,i
CC(C)CCNC(=O)CCSCCC(=O)NCCC(C)C,i
CCOC(=O)c1c(-c2ccc(F)cc2)csc1NC(=O)CCN1C(=O)c2ccccc2C1=O,1.4
Cc1ccc(CNC(=O)COC(=O)[C@@H]2CC(O)CN2S(=O)(=O)c2ccc3c(c2)OCCO3)cc1 (some centres not stated),0.5
Cc1cc(C)c(/C=N/n2c(C)cc(C)c(C#N)c2=O)c(C)c1,0.8
CNS(=O)(=O)c1ccc(NCC2COc3ccccc3O2)c([N+](=O)[O-])c1 (configuration not stated),0.6
Cn1c(SCC(=O)c2c(N)n(C)c(=O)n(C)c2=O)nnc1-c1ccc(F)cc1,0.0
CC(=O)NS(=O)(=O)c1ccc(NC(=O)C2c3ccccc3Oc3ccccc32)cc1,i
COc1ccc(CNC(=O)c2ccc(N3CCC4(CC3)CC(c3ccc(Cl)cc3)=NO4)c([N+](=O)[O-])c2)cc1,i
CCCOc1ccc(OCCN2CCCC(C)C2)cc1 (configuration not stated),i
CNc1ccncc1S(=O)(=O)NC,0.6
O=C(O)[C@H]1CCCC[C@H]1C(=O)Nc1cc([N+](=O)[O-])ccc1F,0.4

(next part)
SMILES,Dengue virus CPE
COC(=O)Nc1nnc(/C=C/c2ccccc2)s1,0.8
CCCCCC(=O)NNC(=O)Nc1ccccc1,i
Cc1ccc(C(=O)N2C(=S)C(c3ccc(F)cc3)=NC23CCN(C)CC3)cc1,i
Cc1ccc(OCC(=O)NNC(=O)CSc2nnc(-c3ccc(C)cc3)n2C)cc1,0.5
COc1ccc(CNCc2cccc(Cl)c2)cc1,i
CCOc1ccc(NC(=O)Cc2ccccc2)c([N+](=O)[O-])c1,0.1
CCCc1nc2ccccc2c(C(=O)OCC(=O)Nc2c(C)n(C)n(-c3ccccc3)c2=O)c1CC,i
CSCCC(NC(=O)c1cc([N+](=O)[O-])ccc1Cl)C(=O)O (configuration not stated),0.1
COc1ccc(/C=C/C(=O)NCc2cccnc2)cc1,0.6
COc1ccc(S(=O)(=O)Nc2cccc3c2O[C@H](CN(C)S(=O)(=O)c2ccc(F)cc2)[C@H](C)CN([C@H](C)CO)C3=O)cc1,i
COc1cc2c(cc1NC(=O)/C=C/c1cc(OC)c(OC)c(OC)c1)oc1ccccc12,9.4
CN(C)c1ccc(C(CNS(=O)(=O)c2ccc(F)cc2)c2c[nH]c3ccccc23)cc1 (configuration not stated),36*
Cc1ccc(C)c(NC(=S)NCC(c2cccnc2)N2CCOCC2)c1 (configuration not stated),i
NC(=O)CSc1nc2c(c(=O)n1-c1ccccc1)C1(CCCCC1)Cc1ccccc1-2,13*
COc1ccc2ccc(C(C)(C(C)=O)C(=O)OC(C)C)cc2c1 (configuration not stated),0.8
CC1=C(n2ccnc2)CCC1=O,1.5

Reformatted with each value named: part of the list above.
CCCc1nc2ccccc2c(C(=O)OCC(=O)Nc2c(C)n(C)n(-c3ccccc3)c2=O)c1CC
  Dengue virus CPE: i

CSCCC(NC(=O)c1cc([N+](=O)[O-])ccc1Cl)C(=O)O (configuration not stated)
  Dengue virus CPE: 0.1

COc1ccc(/C=C/C(=O)NCc2cccnc2)cc1
  Dengue virus CPE: 0.6

COc1ccc(S(=O)(=O)Nc2cccc3c2O[C@H](CN(C)S(=O)(=O)c2ccc(F)cc2)[C@H](C)CN([C@H](C)CO)C3=O)cc1
  Dengue virus CPE: i

Retrieved by structure from the entries so far:
SMILES,Dengue virus CPE
CCOc1ccc(NC(=O)Cc2ccccc2)c([N+](=O)[O-])c1,0.1
CN(C)c1ccc(C(CNS(=O)(=O)c2ccc(F)cc2)c2c[nH]c3ccccc23)cc1 (configuration not stated),36*

This is a subset; rates above refer to the full screens.
